# Screens deposited in PubChem by National Center for Advancing Translational Sciences (NCATS).
# HCMV antiviral = blocks human cytomegalovirus replication; 410,000 tested, 4.5% active; HFF cells, HCMV-luciferase reporter, 72 h; stronger effect = lower value; AID 1259415; activity change, negative = inhibition, % at 57.5 µM; in the data active = activity change below about -60%; inconclusive = no clear call, values can overlap the other calls; inactive = above about -39%
#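 Luciferase read-out from HCMV-luciferase-infected HFFs (MOI 1 PFU/cell) 72 h post infection at 37C; compounds added after 16 h cell attachment; activity normalized between buffer-only basal and Salinomycin (10uM) inhibitor controls.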
# AmpC detergent = inhibitors of E. coli AmpC beta-lactamase with detergent | AmpC hydrolysis of nitrocefin, absorbance 480 nm, 0.01% Triton | Potency, µM (series often up to 114 µM), without a hit: at the highest dose activity change, negative = inhibition, hits mostly inhibitors | 370,000 tested, 0.041% active | AID 485294;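 also: potency is read from the fitted curve at half-maximal effect; 0% = no-compound wells and -100% = no-enzyme wells; nearly all actives have a fitted effect of over 25% in size; some results filed as inactive show a strong effect at the top dose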
# Target sequence (P00811 whole entry, looked up): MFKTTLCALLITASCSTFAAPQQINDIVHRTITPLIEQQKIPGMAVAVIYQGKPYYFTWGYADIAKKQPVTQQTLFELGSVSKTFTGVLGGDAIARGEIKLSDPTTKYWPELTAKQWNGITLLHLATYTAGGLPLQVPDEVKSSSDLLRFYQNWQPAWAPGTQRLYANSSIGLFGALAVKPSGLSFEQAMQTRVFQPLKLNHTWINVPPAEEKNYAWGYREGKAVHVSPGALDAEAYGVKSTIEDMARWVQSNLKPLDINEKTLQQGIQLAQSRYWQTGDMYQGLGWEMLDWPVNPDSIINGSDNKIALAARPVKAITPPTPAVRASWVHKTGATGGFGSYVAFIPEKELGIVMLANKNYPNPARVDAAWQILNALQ
#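 20 mM phosphate pH 7.0 + 0.01% (detergent screen) or 0.0001% Triton X-100; 5.3 nM AmpC reagent; cpd preinc 15 min RT; nitrocefin (800 uM stock) to start; A480 q20 s × 4 min; Activity was normalised to no-enzyme and no-compound control wells.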
# Sm TGR block = S. mansoni TGR enzyme inhibition; Q962Y6; purified TGR, DTNB reduction, TNB absorbance 405 nm; Potency, µM (titrated, usually from 114 µM), without a hit: top-dose activity change, negative = inhibition, usual class: inhibitors; 360,000 tested, 3% active; also: potency is read from the fitted curve at half-maximal effect; nearly all actives have a fitted effect of over 60% in size
#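 First, TGR (20 nM dispensed) and NADPH were mixed with compound. Second, a 15 min room-temperature incubation followed. Third, further NADPH and then DTNB were added to start the reaction. Finally, TNB absorbance was monitored kinetically.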
# Giardia FBPA inh = inhibitors of Giardia lamblia fructose-1,6-bisphosphate aldolase. A8B2U2. purified Giardia FBPA. Potency, µM (series often up to 59.6 µM), inactives show at the top dose activity, negative = inhibition, usual class: inhibitors. 290,000 tested, 0.71% active; also: potency is read from the fitted curve at half-maximal effect; nearly all actives have a fitted effect of over 55% in size
# Target sequence (A8B2U2 whole entry, looked up): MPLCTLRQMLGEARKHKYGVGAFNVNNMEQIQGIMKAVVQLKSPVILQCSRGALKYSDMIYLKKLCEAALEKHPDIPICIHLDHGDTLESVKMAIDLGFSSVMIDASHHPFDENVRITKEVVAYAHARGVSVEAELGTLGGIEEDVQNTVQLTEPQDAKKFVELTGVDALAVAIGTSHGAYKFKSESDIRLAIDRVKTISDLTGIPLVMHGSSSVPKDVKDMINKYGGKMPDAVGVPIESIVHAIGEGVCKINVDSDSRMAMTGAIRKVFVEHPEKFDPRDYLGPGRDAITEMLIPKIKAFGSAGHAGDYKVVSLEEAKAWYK
#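 40 nM FBPA preincubated 10 min at RT with compound (up to 57.5 uM final), then substrate plus GAPDH/TPI/NAD/arsenate coupling and diaphorase/resazurin added. Fluorescence read after 20 min at RT, 525/598 nm.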
# AmpC no deterg = AmpC beta-lactamase inhibition without detergent; AmpC nitrocefin hydrolysis, absorbance 480 nm, 0.0001% Triton; Potency, µM (series often up to 57.1 µM), inactives show at the top dose activity change, negative = inhibition, hits mostly inhibitors; P00811; 330,000 tested, 0.52% active;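 also: potency is read from the fitted curve at half-maximal effect; plate controls were no compound for no effect and no enzyme for full effect; nearly all actives have a fitted effect of over 20% in size; some results filed as inactive show a strong effect at the top dose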
#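 20 mM phosphate pH 7.0 + 0.01% (detergent screen) or 0.0001% Triton X-100; 5.3 nM AmpC reagent; cpd preinc 15 min RT; nitrocefin (800 uM stock) to start; A480 q20 s × 4 min; Activity was normalised to no-enzyme and no-compound control wells.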
# AMA1-RON2 inh = AMA1-RON2 (P. falciparum) interaction inhibition; Potency, µM (top dose mostly 58.2 µM), for inactives: top-dose activity change, negative = inhibition, actives largely listed as inhibitors; 360,000 tested, 0.2% active; AID 720542; AlphaScreen AMA1-biotinylated RON2 peptide binding;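 also: potency is read from the fitted curve at half-maximal effect; 0% = vehicle wells and -100% = peptide control; nearly all actives have a fitted effect of over 45% in size; some results filed as inactive show a strong effect at the top dose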
#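 AMA1 (3D7) with his tag at 25 nM final met compounds first, then biotinylated RON2 peptide at 25 nM; detection used donor plus acceptor beads, 10 µg/mL apiece, read by AlphaScreen after 30 min at room temperature.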
# An asterisk follows results filed as active; ? = inconclusive; nt = no result given; [ ] = another dose, or the depositor's remark. Unless noted, calls follow the shape of the dose curve; as a rule, active = well fitted curve in the direction sought with a large enough effect; inconclusive = small, poorly fitted or top-dose-only effect, or another doubt; inactive = no such curve, though single readings can be large; an effect the other way counts as inactive or inconclusive. Unless noted, % is scaled to controls: 0 for no effect and ±100 for the full control effect.
SMILES,HCMV antiviral,AmpC detergent,Sm TGR block,Giardia FBPA inh,AmpC no deterg,AMA1-RON2 inh
Cc1cc(C)n2nc(SCC(=O)N/N=C/c3ccccc3F)nc2n1,-23,2%,39%[activator],0%,10%,3%
Cc1ccc2nc3c(cc(C(=O)NC4CCCC4)c(=N)n3CCCn3ccnc3)c(=O)n2c1,nt,-3%,-1%[57.1 µM],1%,-19%,nt
Cc1c(C(=O)OC2CCCCC2)[nH]c2c1C(=O)CC(c1ccc(C(C)(C)C)cc1)C2 (stereo unspecified),-12,11%,7%,nt,nt,nt
CC(C)Sc1nc2sc(-c3ccccc3)cc2c(=O)n1N,?,-11%,-23%,8%,-19%,5%
Cn1ccc2cc(S(=O)(=O)N3CCN(C(=O)Nc4ccc(F)cc4F)CC3)ccc21,-1,-3%,-5%,nt,nt,nt
COc1ccc(CCNC(=O)c2ccc(S(=O)(=O)N3CCCCC3)cc2)cc1,-29,7%,34%,nt,-13%,9%
COc1nc(C)nc(NC(=O)NS(=O)(=O)c2ccc(C)cc2)n1,9,?,10%,6%,-39%,-10%
COc1ccc(C(=O)Nc2cccc(C(=O)NCc3ccco3)c2)cc1,-29,8%,7%,-4%,-38%,-4%
COc1ccc(OCC(=O)Nc2c(C(=O)N3CCN(C)CC3)oc3ccccc23)cc1,-21,-1%,-9%,nt,104%[activator],-10%
Cc1cc(O)c(C(c2ccc(F)cc2)N2CCN(c3ccccc3)CC2)c(=O)n1Cc1ccco1 (stereo unspecified),22,14%,10µM*,nt,nt,nt

# An excerpt from above, showing only HCMV antiviral, Giardia FBPA inh and Sm TGR block.
structure	HCMV antiviral	Giardia FBPA inh	Sm TGR block
COc1ccc(OCC(=O)Nc2c(C(=O)N3CCN(C)CC3)oc3ccccc23)cc1	-21	nt	-9%
Cc1cc(O)c(C(c2ccc(F)cc2)N2CCN(c3ccccc3)CC2)c(=O)n1Cc1ccco1 (stereo unspecified)	22	nt	10µM*

# The list continues:
SMILES,HCMV antiviral,AmpC detergent,Sm TGR block,Giardia FBPA inh,AmpC no deterg,AMA1-RON2 inh
CCOc1ccccc1CNS(=O)(=O)c1ccc(-c2coc(C)n2)cc1,-24,4%,0%,nt,nt,nt
O=[N+]([O-])c1ccc(N=NNc2ccccc2)cc1,nt,6%,?,-14%,-39%,-5%
CCn1c(=O)cc(SCC(=O)NCc2ccc3c(c2)OCO3)c2ccccc21,-15,4%,0%,1%,-25%,-3%
CCN(CC)Cc1c(O)ccc2c(=O)c(Oc3ccccc3OC)coc12,-61*,7%,-27%,1%,-31%,-7%
CCC(C)Nc1cc(C)c(C#N)c2nc3ccccc3n12 (stereo unspecified),-24,3%,-6%,-2%,-13%,10%
Cc1nn(CC(=O)NNC(=O)c2ccc(Br)cc2)c(C)c1[N+](=O)[O-],-26,6%,5%,nt,-9%,120%[activator]
Cc1ccc(S(=O)(=O)N(C)c2ccc(OCC(=O)NCc3ccco3)cc2)cc1,-38,2%,2%,-1%,-7%,-20%
O=C(Nc1ccc(-c2nc3ccccc3s2)c(O)c1)c1ccc(Br)cc1,0,7%,-1%,nt,nt,nt
O=C(COC(=O)c1ccccc1)Nc1cccc(S(=O)(=O)N2CCCCC2)c1,10,0%,-11%,nt,-30%,16%
CCCNC(=S)Nc1ccc(Nc2ccccc2)cc1,-9,-13%,2%,3%,-28%,31%[activator]
O=C(N/N=C\c1ccc(-c2cccc(Cl)c2)o1)C(=O)NC1CCCC1,?,3%,nt,-1%,-13%,3%
CSc1nn(-c2ccc(C(=O)OCC(=O)NC(=O)NC(C)C)cc2)c(=S)s1,-33,0%,1%,-4%,-26%,-11%
O=C(Nc1cccc(Br)c1)N1CCC(CN2CCCCCC2)CC1,-9,1%,-32%,nt,nt,nt
O=C(NCCc1ccccc1)c1ccc2c(c1)N(Cc1ccc(F)cc1)C(=O)CS2,-2,-5%,0%,nt,nt,nt
COc1ccc2c(c1)OC[C@H]1[C@H]2N2C(=O)CN(Cc3ccc(Cl)cc3)C(=O)[C@@]2(C)[C@H]1c1ccccc1,4,0%,-27%,nt,3%,50%[activator]
C/C(Cl)=C\Cn1c(N2CCCC2)nc2c1c(=O)n(C)c(=O)n2C,?,1%,-16%,4%,-1%,-2%
Cc1cc2ccccc2nc1SCC(=O)Nc1nc(-c2ccccc2)cs1,-7,8%,-6%,0%,-27%,1%
COc1cccc(CNC(=O)C2CCCN(c3nn4cc(-c5ccc(C)cc5)nc4s3)C2)c1 (stereo unspecified),?,14%,6%,nt,nt,nt
Cc1ccc(NC(=O)c2sc(-n3nc(C)c(Cc4ccc5c(c4)OCO5)c3C)nc2C)cc1C,-113*,-3%,0%,nt,nt,nt
COc1ccc2c(c1)[C@H]1[C@H](CO2)[C@H](c2ccccc2)[C@]2(C)C(=O)N(CC3CCCO3)CC(=O)N12 (stereo partly specified),-4,1%,-4%,nt,223%[activator],1%
CCN(CC)c1c([N+](=O)[O-])c(=O)n(CC)c2ccccc12,-5,2%,6%,-21%,-3%,-11%
NCC(c1ccccc1Cl)c1c[nH]c2ccccc12 (stereo unspecified),143,-5%,0%,-4%,1%,6%
Cn1cc(C(=O)NS(=O)(=O)Nc2ccc(Br)cn2)c2ccccc21,-32,2%,-12%,8%,-8%,-2%
O=C(Nc1nc(-c2ccccc2)cs1)c1cccc(S(=O)(=O)N2CCN(Cc3ccccc3)CC2)c1,65,-3%,-1%,-1%,-29%,-8%
O=C(CS(=O)(=O)Cc1ccccc1)N1CCN(C(=O)c2ccco2)CC1,2,-12%,-36%,5%,-2%,8%
Cc1cc(CN2C(=O)c3ccccc3C2=O)on1,2,?,5%,-1%,1%,1%
CC(=O)NC12CC3CC(C1)CC(C(=O)N1CCN(S(=O)(=O)c4ccccc4[N+](=O)[O-])CC1)(C3)C2,60,-6%,2%,nt,60%[activator],-2%
COc1ccc2oc(C(=O)OCC(=O)N3CCCC3=O)c(C)c2c1,-24,-13%,3%,nt,4%,-9%
CCN1CCN(C(=O)CSc2cc(=O)n(CC)c3ccccc23)CC1,180,4%,-7%,0%,-10%,4%
O=C(Nc1ccc(NS(=O)(=O)c2ccc([N+](=O)[O-])cc2)cc1)c1ccco1,?,-2%,-14%,-3%,-50%,3%

# Ordered by length of the SMILES (descending): 16 of the compounds above
SMILES,HCMV antiviral,AmpC detergent,Sm TGR block,Giardia FBPA inh,AmpC no deterg,AMA1-RON2 inh
COc1ccc2c(c1)OC[C@H]1[C@H]2N2C(=O)CN(Cc3ccc(Cl)cc3)C(=O)[C@@]2(C)[C@H]1c1ccccc1,4,0%,-27%,nt,3%,50%[activator]
COc1ccc2c(c1)[C@H]1[C@H](CO2)[C@H](c2ccccc2)[C@]2(C)C(=O)N(CC3CCCO3)CC(=O)N12 (stereo partly specified),-4,1%,-4%,nt,223%[activator],1%
CC(=O)NC12CC3CC(C1)CC(C(=O)N1CCN(S(=O)(=O)c4ccccc4[N+](=O)[O-])CC1)(C3)C2,60,-6%,2%,nt,60%[activator],-2%
O=C(Nc1nc(-c2ccccc2)cs1)c1cccc(S(=O)(=O)N2CCN(Cc3ccccc3)CC2)c1,65,-3%,-1%,-1%,-29%,-8%
Cc1ccc(NC(=O)c2sc(-n3nc(C)c(Cc4ccc5c(c4)OCO5)c3C)nc2C)cc1C,-113*,-3%,0%,nt,nt,nt
COc1cccc(CNC(=O)C2CCCN(c3nn4cc(-c5ccc(C)cc5)nc4s3)C2)c1 (stereo unspecified),?,14%,6%,nt,nt,nt
O=C(NCCc1ccccc1)c1ccc2c(c1)N(Cc1ccc(F)cc1)C(=O)CS2,-2,-5%,0%,nt,nt,nt
O=C(N/N=C\c1ccc(-c2cccc(Cl)c2)o1)C(=O)NC1CCCC1,?,3%,nt,-1%,-13%,3%
C/C(Cl)=C\Cn1c(N2CCCC2)nc2c1c(=O)n(C)c(=O)n2C,?,1%,-16%,4%,-1%,-2%
Cn1cc(C(=O)NS(=O)(=O)Nc2ccc(Br)cn2)c2ccccc21,-32,2%,-12%,8%,-8%,-2%
CCN(CC)c1c([N+](=O)[O-])c(=O)n(CC)c2ccccc12,-5,2%,6%,-21%,-3%,-11%
Cc1cc2ccccc2nc1SCC(=O)Nc1nc(-c2ccccc2)cs1,-7,8%,-6%,0%,-27%,1%
O=C(Nc1cccc(Br)c1)N1CCC(CN2CCCCCC2)CC1,-9,1%,-32%,nt,nt,nt
NCC(c1ccccc1Cl)c1c[nH]c2ccccc12 (stereo unspecified),143,-5%,0%,-4%,1%,6%
Cc1cc(CN2C(=O)c3ccccc3C2=O)on1,2,?,5%,-1%,1%,1%
CCCNC(=S)Nc1ccc(Nc2ccccc2)cc1,-9,-13%,2%,3%,-28%,31%[activator]

# (list continues)
SMILES,HCMV antiviral,AmpC detergent,Sm TGR block,Giardia FBPA inh,AmpC no deterg,AMA1-RON2 inh
Cc1cccc(OC(C)C(=O)Nc2nccs2)c1 (stereo unspecified),-3,1%,-6%,nt,-6%,-9%
Cc1ccc(C(=O)NCC(=O)OCC(=O)Nc2cc(C)c(C)cc2[N+](=O)[O-])cc1,-16,-19%,1%,1%,-33%,-4%
COc1ccc(NC(=O)c2sc3nc4c(c(-c5ccc(OC)cc5)c3c2N)C(=O)CC(C)(C)C4)cc1,-26,5%,-1%,nt,nt,nt
Nc1nc(SCC(=O)NNc2c(Cl)cc(Cl)cc2Cl)n[nH]1,-19,-14%,?,-13%,-17%,0%
CCCCN1C(=O)c2ccc(C(=O)Nc3cccc(C)c3C)cc2C1=O,32,-14%,2%,7%,-18%,12%
CCOC(=O)C(=NC(C)(C)C)NNc1cc(Cl)ccc1Cl,30,-11%,-18%,-3%,-20%,-2%[2.32 µM]
CCCCn1cc2c(c1-c1ccc(Cl)cc1)c(=O)n(C)c(=O)n2C,2,-6%,-13%,nt,nt,nt
COc1ccc(/C=N/NC2=NCCCCC2)cc1,-22,-1%,-5%,-22%,-5%,17%
Cc1ccccc1Cn1nc(C)c(NC(=O)c2noc3c2CCCC3)c1C,-32,4%,-4%,-8%,43%,6%
O=C(Nc1cn(-c2ccccc2)nc1-c1ccc(F)cc1)c1ccccc1,-61*,0%,-8%,3%,-32%,10%
O=C(c1cccc(C(F)(F)F)c1)N1CCCC1,49,-5%,4%,3%,-12%,0%
CNNC(=S)NCCC1=CCCCC1,43,1%,2%,-8%,-7%,62%[activator]
CC(NC(=O)COC(=O)c1cccnc1Cl)C12CC3CC(CC(C3)C1)C2 (stereo unspecified),-3,nt,nt,nt,73%[activator],3%
O=C(C1CCN(c2nc3ccc(Br)cc3s2)CC1)N1CCC2(CC1)OCCO2,-33,0%,-3%,0%,70%[activator],4%

# Rows are unselected. About 7.8% of those tested had a hit in this group.
